Mm-Cpn inhibitor – inhibitors of Methanococcus maripaludis chaperonin (MmCpn); purified Mm-Cpn ATPase, ADP Transcreener TR-FRET; Potency, µM (highest dose often 76.9 µM), for inactives: at the top dose activity, negative = inhibition, usual class: inhibitors; 330,000 tested, 0.031% active; AID 504842; note: potency is the fitted concentration of half-maximal effect; % is set by controls: 0 for no effect and ±100 for the full control effect; nearly all actives have a fitted effect of over 80% in size
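25 nM Mm-CPN + cpd, 10 min 37°C; + 10 uM ATP, 30 min 37°C; buffer 30 mM Tris pH 7.4, 100 mM KCl, 5 mM MgCl2, 1 mM DTT; Transcreener ADP HTRF detection 30 min RT.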
pAkt inh – inhibitors of Akt phosphorylation; Neuro2A IGF-stimulated pAkt S473 HTRF, 20 min; hits give low values; activity change, % for hits at 50 µM; 360,000 tested, 0.32% active; AID 651550; in the data active = activity change below about -80%; inconclusive = mostly about -51% to -80%; note: % is set by controls: 0 for no effect and ±100 for the full control effect
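Neuro2A cells in DMEM with 0.5% FBS, overnight at 37 deg C, given compound at single 50 µM final, then IGF (6 nM final) for 20 min at 37 deg C. Lysed; phospho-Akt Ser473 by HTRF after 24 h, 665/615 ratio.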
S2 tox – reduces viability in counter-screen for ATXN expression inhibitors; 400,000 tested, 0.49% active; S2 cells (HEK-293 line with an ATXN2-luciferase reporter) viability, CellTiter-Fluor protease fluorescence, 24 h; Potency, µM (doses to about 56.7 µM), actives largely listed as cytotoxic; note: potency is the fitted concentration of half-maximal effect; nearly all actives have a fitted effect of over 40% in size
Nrf2 ARE act – Nrf2 pathway activation; AREc32 ARE-luciferase reporter (MCF7-derived line), luminescence, 24 h; Potency, µM (series often up to 46.1 µM), without a hit: at the highest dose activation, most hits filed as activators; 410,000 tested, 0.31% active; note: potency is the fitted concentration of half-maximal effect; % of control where 0% means no effect; nearly all actives have a fitted effect of over 65% in size
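Luminescent ARE reporter assay in AREc32_Fluc cells: overnight plating at 37 deg C, 24 hr compound incubation, Steady-Glo added, 30 min RT before reading.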
Nrf2 inh – inhibitors of Nrf2 signaling | AID 504444 | A549 ARE-Fluc reporter, luciferase luminescence, 18-24 h | Potency, µM (doses to about 46 µM), for the others: top-dose activity change, negative = inhibition, usual class: inhibitors | 360,000 tested, 2.1% active; note: potency is the fitted concentration of half-maximal effect; % is set by controls: 0 for no effect and ±100 for the full control effect; nearly all actives have a fitted effect of over 60% in size
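Quantitative HTS in A549 cells stably bearing an antioxidant response element-firefly luciferase construct. Inhibition of Nrf2-driven transcription was scored by luminescence after 18-24 h of compound exposure at 37 °C.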
A549 tox – kills or reduces viability of A549 cells in Nrf2 counter-screen; A549 ARE-Fluc cells, CellTiter-Fluor viability, 18-24 h; Potency, µM (top dose mostly 46 µM), for inactives: at the top dose activity change, negative = cytotoxicity, actives largely listed as inhibitors; 390,000 tested, 0.16% active; note: potency is the fitted concentration of half-maximal effect; % is set by controls: 0 for no effect and ±100 for the full control effect
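Cytotoxicity counterscreen: CellTiter-Fluor fluorescence was measured in A549 ARE_Fluc cells after 18-24 h of compound exposure in a concentration series. The subsequent BugLite luminescent read reports ARE-luciferase activity.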
CCT chaperon mod – cytosolic chaperonin activity modulation. purified chaperonin ATPase assay, HTRF ADP detection, 30 min. activity change, % (no concentration beside the values), hits read low. 360,000 tested, 0.3% active. AID 651819; in the data active = activity change below about -30%; note: % is set by controls: 0 for no effect and ±100 for the full control effect
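TRiC at 40 or 20 nM final (batch-dependent) in 30 mM Tris pH 7.4, 100 mM KCl, 5 mM MgCl2, 1 mM DTT, with compound at single 76 uM and 10 uM ATP, 30 min at 37 deg C. ADP detected by HTRF Transcreener, 665/615 ratio.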
HepG2 tox – counter-screen for TGF-b inhibitors: cytotoxicity in HepG2 cells; HepG2 CAGA-GFP viability, ATP luminescence, 18 h; Potency, µM (series often up to 46.1 µM), inactives show at the top dose activity change, negative = cytotoxicity, most hits filed as cytotoxic; 410,000 tested, 0.76% active; AID 588856; note: potency is the fitted concentration of half-maximal effect; some results filed as inactive show a strong effect at the top dose
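HepG2 CAGA-GFP cells (1000/well, DMEM with 1% FBS) received compound, then TGF-beta at 500 pg/mL final, and were incubated 18 hours at 37 degrees C. Viability was read by CellTiter-Glo luminescence. Media-only wells were set as complete cell-killing and DMSO as no toxicity.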
TGFb SMAD3 inh – inhibitors of TGF-b signaling | Potency, µM (series often up to 46.1 µM), inactives show at the top dose activity, negative = inhibition, most hits filed as inhibitors | 410,000 tested, 1.2% active | HepG2 CAGA-GFP TGF-b/SMAD3 reporter, GFP fluorescence, 18 h; TGF-beta stimulated, 500 pg/mL final; note: potency is the fitted concentration of half-maximal effect; % is set by controls: 0 for no effect and ±100 for the full control effect; nearly all actives have a fitted effect of over 65% in size
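Read-out: total well GFP (ex488/em500-530) summed from mean per-cell fluorescence. Cells: HEPG2 CAGA-GFP, 1% FBS DMEM, 18 h at 37 degrees C with 500 pg/mL final TGF-beta. Unstimulated wells served as the full-inhibition control; stimulated DMSO wells = 0%.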
Numbers without * were called inactive; i = inactive; u = inconclusive; x = not tested or not shown; & = joins results of further samples; [ ] = remark or other dose. Unless noted, calls come from the whole dose curve; as a rule, active = well fitted curve in the direction sought with a large enough effect; inconclusive = small, poorly fitted or top-dose-only effect, or another doubt; inactive = no such curve, though single readings can be large; an effect the other way counts as inactive or inconclusive.

Molecule | Mm-Cpn inhibitor | pAkt inh | S2 tox | Nrf2 ARE act | Nrf2 inh | A549 tox | CCT chaperon mod | HepG2 tox | TGFb SMAD3 inh
O=C(CN1C(=O)CCc2cc(S(=O)(=O)N3CCCCC3)ccc21)NCc1ccc(Cl)cc1 | x | x | i | 5.9% | x | 2% | x | -15% | u
COc1cc(NC(=O)c2cc(-c3cccc(OC)c3)n[nH]2)cc(OC)c1 | x | x | u | 13% | u | -15% | x | -25% | 25%
CC1CC(=O)N(CC(=O)NCc2ccc3c(c2)OCO3)c2ccccc2S1 (configuration not stated) | 1% | i | i | 0.0% | -20% | 0% | -0.4 | -60% | 2%
CCN(CCCNC(=O)c1cc2cc3cc(OC)ccc3nc2s1)c1ccccc1 | x | x | i | 3.9% | u | -17% | x | -5% | u
O=C(Cn1cncn1)NCc1cccc(C(F)(F)F)c1 | -8% | i | i | -0.2% | 10% | 3% | -2.8 | 15% | 16%
N#CCC(CNc1ncc(C(F)(F)F)cc1Cl)OC(=O)c1cccc(C(F)(F)F)c1 (configuration not stated) | -1% | i | i | 5.8% | -8% | 2% | -5.3 | -4% | -1%
COc1ccc(Cl)cc1C(=O)NNC(=S)NC(=O)c1cc(-c2ccc(Cl)cc2)nc2ccccc12 | -3% | i | i | 0.6% | u | -14% | -0.4 | -29% | -1%
Cc1cc(S(=O)(=O)Nc2nc(CN3CCOCC3)nc3sc4c(c23)CCC4)cc(C)c1C | -1% | i | i | -0.7% | -4% | -2% | -0.7 | 2% | -2%

Look-ups from the entries so far:
TGFb SMAD3 inh result of N#CCC(CNc1ncc(C(F)(F)F)cc1Cl)OC(=O)c1cccc(C(F)(F)F)c1 (configuration not stated) : -1%
TGFb SMAD3 inh result of COc1cc(NC(=O)c2cc(-c3cccc(OC)c3)n[nH]2)cc(OC)c1 : 25%

Entries from the list above with a halogen, in the order listed:
Molecule | Mm-Cpn inhibitor | pAkt inh | S2 tox | Nrf2 ARE act | Nrf2 inh | A549 tox | CCT chaperon mod | HepG2 tox | TGFb SMAD3 inh
O=C(CN1C(=O)CCc2cc(S(=O)(=O)N3CCCCC3)ccc21)NCc1ccc(Cl)cc1 | x | x | i | 5.9% | x | 2% | x | -15% | u
O=C(Cn1cncn1)NCc1cccc(C(F)(F)F)c1 | -8% | i | i | -0.2% | 10% | 3% | -2.8 | 15% | 16%
N#CCC(CNc1ncc(C(F)(F)F)cc1Cl)OC(=O)c1cccc(C(F)(F)F)c1 (configuration not stated) | -1% | i | i | 5.8% | -8% | 2% | -5.3 | -4% | -1%
COc1ccc(Cl)cc1C(=O)NNC(=S)NC(=O)c1cc(-c2ccc(Cl)cc2)nc2ccccc12 | -3% | i | i | 0.6% | u | -14% | -0.4 | -29% | -1%

Later entries:
Molecule | Mm-Cpn inhibitor | pAkt inh | S2 tox | Nrf2 ARE act | Nrf2 inh | A549 tox | CCT chaperon mod | HepG2 tox | TGFb SMAD3 inh
Cc1ccc(S(=O)(=O)/C(C#N)=C/c2c(N3CCCCC3)nc3ccccn3c2=O)cc1 | -2% | i | i | -0.7% | -22% | -10% | -0.3 | 4% | -10%
Cn1c(-c2ccsc2)c(-c2cccs2)c2cc(Br)ccc21 | -17% | i | i | 0.9% | u | 12% | 0.0 | -8% | u
O=S(=O)(c1ccccc1F)N1CCN(Cc2cc3c(cc2Br)OCCO3)CC1 | 0% | i | i | 0.8% | -31% | 8% | -2.0 | 0% | 13µM*
Cc1cccc(Nc2nnc(SCc3cn4ccsc4n3)s2)c1 | 2% | i | i | 7.5% | u | -13% | -3.6 | -25% | 6%
CCN1CCN(Cc2c(O)ccc3c(=O)c(-c4ccc(OC)c(OC)c4)c(C)oc23)CC1 | 0% | x | i | -0.3% | 8% | -3% | -1.8 | 0% | -9%
CSc1ncc(CN2CCN(C3CCN(C(C)C)CC3)C(CCO)C2)cn1 (configuration not stated) | 4% | i | i | 2.8% | 13% | -1% | 0.7 | 8% | -4%
Cc1cc(Oc2nnnn2-c2ccccc2)ccc1Cl | 2% | i | i | 3.6% | 16% | -1% | 0.6 | 6% | -5%
CC(CCc1ccccc1)NC(=O)c1ccc(F)cc1 (configuration not stated) | 1% | i | i | 0.0% | 1% | 3% | 1.2 | -2% | 2%
CCOc1ccc(Cc2onc3c2C(=O)CCC3)cc1OCC | 0% | i | i | -0.1% | -8% | -8% | -0.2 | -17% | -23%
C/C(=N\NC(=O)CC#N)c1cc2ccc(O)cc2oc1=O | 4% | i | x | 8.2% | -9% | u | -5.8 | -35% | 49%
Cn1c(=O)c2c(nc(SCC(=O)N3CCc4ccccc4C3)n2C)n(C)c1=O | 1% | x | i | -0.6% | 4% | 2% | -0.2 | 2% | -3%
O=C(NNC(=O)C1CCN(S(=O)(=O)c2cccc(Cl)c2)CC1)C1CC1 | -1% | i | i | -0.5% | 11% | -3% | -3.0 | 5% | 3%
COCn1c(-c2ccccc2)nc2ccccc21 | 0% | i | i | 0.8% | 4% | x | 1.9 | 1% | -2%
COC(=O)c1cccnc1-n1c(=O)c2cccnc2n(CC(=O)Nc2ccc(Br)cc2)c1=O | 1% | i | i | 1.4% | -18% | -6% | 0.1 | 11% | 22%
COc1ccccc1N1CCN(Cc2cc(=O)oc3ccccc23)CC1 | x | i | i | 3.4% | x | x | -0.1 | 3% | -24%
COc1ccc(/C(N)=N/OC(=O)Cc2ccc(C)cc2)cc1OC | 0% | i | i | 2.8% | 2% | u | -0.8 | -21% | -7%
COc1ccccc1CC(=O)Nc1ccc2c(c1)CCC2 | -1% | i | i | 0.4%[9.22 µM] | -11% | 15% | 1.1 | 9% | -6%
S=C1NC2=C(CCC/C2=C\c2ccc(Cl)cc2)C(c2ccc(Cl)cc2)N1 (configuration not stated) | 1% | i | i | 3.1% | 0% | 1% | 1.3 | 9% | 18µM*
Cc1nn(CCCC(=O)NCc2ccc(OC(C)C)cc2)c(=O)c2c1sc1ccccc12 | x | x | x | 0.0% | -24% | -11% | x | 4% | 26%
CCOC(=O)N1CCN(C(=O)COC(=O)COc2c(C)cc(C)cc2C)CC1 | 0% | i | i | 2.1% | 2% | 12% | -1.0 | 1% | -3%
C[C@@H]1CN([C@H](C)CO)C(=O)CCCn2nncc2CO[C@H]1CN(C)Cc1ccncc1 | x | i | i | -0.5% | x | x | 0.6 | -1% | 16%
CC(=O)OCCNc1cc(SC(C)C)c2nonc2c1[N+](=O)[O-] | 0% | i | i | 5.4% | -12% | u | -5.3 | 1% | 8%
COc1ccccc1-c1nc(C(=O)NCC2CCCO2)cc2c1[nH]c1ccccc12 (configuration not stated) | -13% | i | u | 4.4% | u | -6% | -1.6 | -25% | -3%
O=C(O)COc1ccc(/C=N/O)cc1Br | -1% | i | i | -0.8% | -21% | 2% | -8.8 | 6% | -9%
CCOC(=O)[C@@H]1[C@H]2COc3cc(OC)ccc3[C@H]2N2C(=O)N(c3cccc(Cl)c3)C(=O)[C@]12C | 0% | i | i | -0.1% | 8% | -1% | -1.6 | -12% | -4%
NC(=O)C[n+]1cccc(CNC(=O)c2ccc(OC(F)F)cc2)c1 | 1% | i | i | 0.2% | 13% | 5% | -2.6 | -1% | 6%
O=C(NN1C(=O)C2C(c3ccccc3)C=CC(c3ccccc3)C2C1=O)c1ccncc1 (configuration not stated) | 5% | i | i | 0.3% | 4% | -1% | -1.6 | -4% | 2%
COc1ccc(CCNS(=O)(=O)c2ccc3c(c2)NC(=O)C(C)S3)cc1OC (configuration not stated) | -3% | i | i | -0.5% | -26% | 6% | -1.1 | -13% | 6%
Cc1noc(C)c1COc1ccc(C(=O)NNC(=O)c2ccccc2O)cc1 | 0% | i | i | -0.7% | 2% | -1% | 0.7 | -15% | -4%
CC1CCCN(c2ccc3nc4ccccc4c(=O)n3n2)C1 (configuration not stated) | 0% | i | i | -2.3% | u | -2% | 0.4 | -53% | u
Cc1ncsc1C(=O)N1CCCC(CNS(=O)(=O)c2cccs2)C1 (configuration not stated) | -3% | i | i | 0.1% | 8% | 18% | -2.9 | 4% | -6%
N#CCCN(Cc1cccnc1)C(=S)NC1CC2C=CC1C2 (configuration not stated) | -1% | i | i | 3.0% | -12% | -1% | 1.2 | 30% | 31%
COc1ccc(OC)c(CNn2c(-c3cccc(C)c3)nc3ccccc3c2=O)c1 | 1% | i | i | -0.6% | 18µM* | -14% | -5.6 | -16% | -6%
O=C(CN(C(=O)Cn1nnc(-c2ccc(F)cc2)n1)C1CCCC1)NC1CCCC1 | 3% | i | i | 0.0% | x | 0% | -0.9 | -20% | -18%
Cn1c(CNC(=O)c2ccco2)nnc1SCC(=O)c1ccc(Br)cc1 | 0% | i | u | -0.2% | -8% | 7% | 0.4 | -6% | -10%
CCOC(=O)c1cnc(SCC(=O)Nc2ccc3c(c2)OCCO3)nc1N | -6% | i | i | 2.3% | -13% | -4% | 0.9 | -2% | 0%
CCn1c(CNC(=O)C23CC4CC(CC(C4)C2)C3)nnc1SCC(=O)Nc1ccccc1 | x | x | u | 0.2% | 9% | -3% | x | -16% | -26%
COc1ccc(NC(=O)CN(C)S(=O)(=O)c2ccc3c(c2)c(=O)n(C)c(=O)n3C)cc1 | -2% | i | i | -0.1%&-0.8% | -4%&-20% | 0%&-3% | 1.0 | 3%&-21% | u
CCC(C)(C)NC(=S)Nc1ccc(-c2nc3ccc(C)cc3s2)cc1 | -21% | i | u | -0.8% | u | -11% | -0.7 | -62% | u
CCN(CC)Cc1c(C(=O)N2CCc3ccccc3C2)nc2ccc(Cl)cn12 | -2% | i | i | 2.0% | 8% | 2% | 1.0 | -17% | 9%
Cc1cc(C)c(NC(=O)c2ccc3nc(C(C)C)oc3c2)c(C)c1 | x | x | i | -0.6% | x | 2% | x | -3% | 2%
Cc1ccc[n+](C(C(=S)NCc2ccco2)=C([O-])c2ccccc2Cl)c1 | x | i | u | 2.8% | -2% | -6% | 3.4 | -1% | 4%

Random draw from the library. Share with any hit: about 4.4%.
